# MC4R antagonist: blocks human MC4R cAMP signaling; P32245; MC4R-expressing cells, MTII-stimulated cAMP, LANCE TR-FRET; inhibition, % at 6.5 µM; 0.48% of 360,000 active; AID 540295;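 active = inhibition above its plate's cutoff, the mean of tested wells on that plate plus 3 SD, cut at about 29% in these data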;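 note: 0% = Melanotan II alone and 100% = Melanotan II plus saturating MCL0020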
#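 Assay system: human MC4R-expressing U2OS cells; reagent: Melanotan II stimulation of cells; dosing: 6.5 µM single dose; timing: compound 30 min, challenge 1 h, detection 1 h; signal: TR-FRET cAMP assay; replicates: one well per compound, no replicates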
# MC4R barr agon: agonists of human melanocortin 4 receptor (MC4R) beta-arrestin. P32245. U2OS MC4R beta-arrestin complementation, luminescence; percent of melanotan II response, DMSO zero. activation, % at 8.9 µM. 0.98% of 360,000 active;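 active = activation above a per-plate cutoff, the mean activation of sample wells on that plate plus 3 SD, cut at about 8% in these data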
# m5-HT2A agonist: activates the mouse 5-HT2A serotonin receptor; activation, % at 7.6 µM; P35363; CHO-K1 mHTR2A beta-arrestin complementation, luminescence; percent of 30 µM serotonin response; 0.66% of 360,000 active;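 active = activation above a run cutoff, the mean activation of all tested compounds plus 3 SD, cut at about 14% in these data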;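 note: 0% = plate median of compound wells and 100% = 30 µM serotonin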
# CaV13 FRET inh: Disruptors of the CACNA1D IQ motif to Ca2+-dependent inactivation inhibitor domain association, primary screening, Förster resonance energy transfer in intact living …; 0.098% of 340,000 active; AID 743397; inhibition, % at 12.3 µM; HEK cells, CFP/YFP FRET ICDI-IQ, plate reader, 10 min; percent FRET-ratio fall versus neutral wells;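 active = mean replicate inhibition of at least 30% and at least 1% of replicates passing that level; inconclusive = only one of the two criteria is met; inactive = neither criterion is met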;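 note: 0% = median of the neutral control wells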
# Glyco luc inh: blocks N-linked glycosylation in D54 reporter cells; D54 ERlucT glycosylation luciferase reporter, 24 h; percent of 100 nM tunicamycin response; AID 588692; reporter increase, % at 12.5 µM; 0.23% of 360,000 active;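 active = mean luciferase reporter signal, scaled so untreated is 0 and the glycosylation-blocking control 100, at or above a set limit in every replicate; inconclusive = mean reaches the limit but not every replicate does; inactive = mean below the limit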;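 note: luciferase carries N-glycosylation sites so blocking glycosylation raises the light; 0% = median of neutral control wells and 100% = median of 100 nM tunicamycin wells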
# Vif imaging: inhibitors of HIV Vif; HEK293T cells, Vif self-association by quenched fluorescence, imaging, 24 h; inhibition, % at 7.49 µM; 0.35% of 340,000 active; AID 602346; in the data active = inhibition above about 50%, passing the limit was not always enough; inconclusive = no clear call, values can overlap the other calls; inactive = below about 31%; note: some results filed as inactive read as strong as hits
# aDG glyco act: alpha-DG glycosylation activation; 0.22% of 360,000 active; Pro5-aDG cells, alpha-DG glycosylation AlphaScreen (IIH6); 0% Pro5, 100% B10-LARGE cell signal; activation, % at 10 µM;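 active = activation of at least 8% versus controls, or a plate z-score of at least 8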;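 note: Pro5 are CHO cells carrying HIG-tagged alpha-DG that lacks glycosylation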
# H9c2 protect: protects H9c2 cardiomyocytes from peroxide injury; AID 588492; 0.63% of 360,000 active; protection from H2O2 cell death, % at 20 µM; H2O2 injury protection, ATPLite, 2 h;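 active = compounds giving at least 50% protection of heart cells from peroxide-induced death in the single-dose screen, raw or plate-pattern-corrected value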;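 note: 0% = DMSO wells with peroxide and 100% = DMSO wells without peroxide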
# ABCB6 inh MLPCN: human ABCB6 transporter inhibition; Q9NP58; AID 602162; K562-ABCB6 porphyrin accumulation, flow cytometry, 1 h; active compounds read low; fluorescence ratio to DMSO, % at 10 µM; 0.19% of 360,000 active;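 active = fluorescence ratio to DMSO below 75%, the collection mean minus 3 SD; inconclusive = too few cells collected in the well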;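 note: signal is porphyrin accumulated inside mitochondria; 100% equals median channel fluorescence of DMSO control wells; lower ratio means ABCB6 inhibition with less porphyrin fluorescence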
# Target sequence (Q9NP58 whole entry, looked up): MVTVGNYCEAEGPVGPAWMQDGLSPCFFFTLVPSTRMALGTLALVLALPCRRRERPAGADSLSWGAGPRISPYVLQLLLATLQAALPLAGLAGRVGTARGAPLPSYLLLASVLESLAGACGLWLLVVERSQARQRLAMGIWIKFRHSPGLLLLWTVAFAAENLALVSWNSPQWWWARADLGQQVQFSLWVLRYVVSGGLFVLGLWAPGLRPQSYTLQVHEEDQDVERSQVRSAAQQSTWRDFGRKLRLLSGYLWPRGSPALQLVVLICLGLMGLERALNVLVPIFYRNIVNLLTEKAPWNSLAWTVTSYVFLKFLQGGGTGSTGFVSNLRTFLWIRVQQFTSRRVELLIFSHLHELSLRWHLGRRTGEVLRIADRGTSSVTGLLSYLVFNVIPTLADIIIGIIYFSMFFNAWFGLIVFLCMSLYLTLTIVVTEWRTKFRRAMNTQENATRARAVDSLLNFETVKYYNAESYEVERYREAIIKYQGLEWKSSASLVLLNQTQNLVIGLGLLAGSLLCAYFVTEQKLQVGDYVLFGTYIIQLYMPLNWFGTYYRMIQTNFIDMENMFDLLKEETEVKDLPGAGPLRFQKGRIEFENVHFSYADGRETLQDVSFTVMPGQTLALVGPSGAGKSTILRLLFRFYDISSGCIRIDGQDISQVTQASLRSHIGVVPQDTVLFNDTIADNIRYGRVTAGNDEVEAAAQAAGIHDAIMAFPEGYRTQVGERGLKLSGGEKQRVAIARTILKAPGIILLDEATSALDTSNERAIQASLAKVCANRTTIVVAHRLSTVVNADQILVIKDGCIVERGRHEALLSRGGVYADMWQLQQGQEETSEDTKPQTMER
# PDI turbidity: blocks human protein disulfide isomerase activity. PDI insulin aggregation turbidity, A650, 90 min. AID 588391. P07237. 0.052% of 350,000 active. inhibition, % at 10 µM;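 active = mean inhibition across replicates of 30% or more, whatever share of single replicates reach that level; inconclusive = mean inhibition below 30% while every single replicate reaches 30%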;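 note: absorbance from insulin aggregation driven by PDI reduction with DTT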
# * hit, by the source's call; ? = inconclusive; / = not tested or not shown.
# Second line of a record – MC4R antagonist	MC4R barr agon	m5-HT2A agonist	CaV13 FRET inh	Glyco luc inh	Vif imaging	aDG glyco act	H9c2 protect	ABCB6 inh MLPCN	PDI turbidity
CNC[C@@H]1Oc2ccc(NC(=O)Nc3ccccc3)cc2C(=O)N([C@@H](C)CO)C[C@H]1C
 : 4	-2.8	1	-5	2	-8	0.1	5	103	2
CN1CC(c2ccc(C#N)cc2)C2(COc3ccccc3C2=O)C12C(=O)Nc1ccccc12 (configuration not stated)
 : 1	0.5	-4	-4	-4	2	0.1	0	103	15
CC(C)CCN1C(=O)c2ccc(C(=O)OCn3nnc4ccccc4c3=O)cc2C1=O
 : 13	1.3	3	/	/	/	0.6	-5	94	-5
CCC(=O)N1CCN(c2ccc(Cl)cc2NC(=O)Cc2ccc(Cl)cc2)CC1
 : 12	1.3	-4	-8	16	-7	0.3	16	95	2
Cc1nc(N2CCN(c3ccccc3)CC2)[nH]c(=O)c1CCC(C)C
 : 6	-0.4	1	-6	2	-7	-0.6	0	92	-7
CCN(CC)c1ccc(/C=C(\C#N)c2ccccn2)cc1
 : -17	-1.5	-5	/	-14	3	-0.2	-24	101	-8
CCOC1OC(=O)C(Cl)=C1Nc1ccc(C)cc1C (configuration not stated)
 : 17	-0.2	-3	-3	1	4	-0.1	-6	104	-11
Cc1cc2c(N3CCCCC3C)ncnc2s1 (configuration not stated)
 : 2	1.1	-1	1	-5	0	1.8	-28	100	1
Cc1cccn2c(=O)c(/C=C(\C#N)C(N)=O)c(N3CCN(Cc4ccc5c(c4)OCO5)CC3)nc12
 : 0	7.7	-2	-3	-4	-3	0.5	12	100	-1
O=C(NC(=S)Nc1cccc(NC(=S)NC(=O)c2ccco2)n1)c1ccco1
 : 4	-1.8	-4	-19	-1	-5	-0.5	-14	96	-9
O=C(/C=C\c1ccc2c(c1)OCO2)NC1(C(=O)Nc2ccc3c(c2)OCCO3)CCCCC1
 : 3	-2.4	-3	-5	0	3	-0.4	3	97	-7
Cc1nn(CCOc2ccccc2)c(=O)n1-c1ccc(F)cc1
 : 8	-1.9	0	-5	0	-1	0.2	-3	94	-1
Cn1c(CNc2cccc(Cl)c2)nnc1SCC(=O)OC1CCCCC1
 : 9	-3.2	-3	-4	0	-2	0.0	-7	100	-15
CC(O)(c1cccc(F)c1)c1nc(-c2ccc(Cl)cc2)cs1 (configuration not stated)
 : 7	3.3	2	-5	-2	-8	0.4	-8	98	-7
COc1ccc(CCNC(=O)CNCCc2ccc(F)cc2)cc1
 : 1	-0.3	-6	-20	-1	?	-0.1	2	95	-1
Cc1c(NC(=O)/C(C#N)=C/c2ccc(-c3ccccc3Cl)o2)c(=O)n(-c2ccccc2)n1C
 : 1	-1.4	-2	-4	4	-2	0.7	1	91	-10
Cc1ccc(-c2nnn(CC(=O)N(CC3CCCO3)C(C(=O)NC3CCCCC3)c3ccc(F)cc3)n2)o1 (configuration not stated)
 : -2	-1.0	-1	-5	-1	8	0.1	-4	118	10
CC(=O)N1N=C(c2ccccc2)CC1c1ccc(F)cc1 (configuration not stated)
 : 1	-2.7	8	3	1	-2	0.1	-2	101	5
CCCCn1c(N)c(N(CCOC)C(=O)c2ccc(COc3ccccc3)o2)c(=O)[nH]c1=O
 : 1	-1.3	1	-2	0	-3	-0.1	5	102	-6
CCCNC(=S)N1CCN(CC)CC1
 : 5	0.4	3	-5	-1	3	0.0	3	103	-19
CC(C)N(Cc1c(O)ccc2c(=O)c(-c3ccc(Cl)cc3)coc12)C(C)C
 : 7	-1.8	-3	-3	0	15	0.0	-3	91	0
CC(OC(=O)C1CC(=O)N(Cc2ccco2)C1)C(=O)Nc1ccccc1[N+](=O)[O-] (configuration not stated)
 : 1	-1.3	2	-6	0	8	0.0	1	98	2
O=C1CSC(c2cccnc2)N1c1ccc(Cl)cc1 (configuration not stated)
 : -2	-1.7	-5	-1	0	-7	0.1	3	101	16
CC(=O)NC1(c2ccccc2)CCN(Cc2nnnn2C(C)(C)C)CC1
 : 5	-1.1	10	-5	2	3	-0.2	-6	92	2
O=C(COC(=O)COc1ccc(Br)cc1)NCc1ccc2c(c1)OCO2
 : 8	0.3	-4	-4	1	-25	0.0	2	99	-1
CC1(C)Cc2cccc(OC(=O)NC3CCCCC3)c2O1
 : /	/	2	-6	/	/	0.4	/	93	/
CC(=O)c1cccc(NC(=O)N2CCCC2C(=O)Nc2cc(C)ccc2C)c1 (configuration not stated)
 : 6	-1.2	2	/	2	/	0.0	10	94	0
CCN(CC)S(=O)(=O)c1ccc(N2CCCC2)c(NC(=O)c2ccc([N+](=O)[O-])o2)c1
 : 7	-3.3	0	-6	20	18	1.9	-4	97	-10
O=C(O)CCCC(=O)NCCCc1ccccc1
 : 6	-2.0	-5	/	1	2	0.1	5	120	-16
CC(=O)Nc1cc(C(=O)CSc2nnc(C3CC3)n2C2CC2)ccc1O
 : -1	-0.6	2	-2	2	1	-0.2	0	101	-12

# At a glance, some entries already given.
# Second line of a record – MC4R antagonist	MC4R barr agon	m5-HT2A agonist	CaV13 FRET inh	Glyco luc inh	Vif imaging	aDG glyco act	H9c2 protect	ABCB6 inh MLPCN	PDI turbidity
CCCCn1c(N)c(N(CCOC)C(=O)c2ccc(COc3ccccc3)o2)c(=O)[nH]c1=O
 : 1	-1.3	1	-2	0	-3	-0.1	5	102	-6
CCCNC(=S)N1CCN(CC)CC1
 : 5	0.4	3	-5	-1	3	0.0	3	103	-19
CC(C)N(Cc1c(O)ccc2c(=O)c(-c3ccc(Cl)cc3)coc12)C(C)C
 : 7	-1.8	-3	-3	0	15	0.0	-3	91	0
CC(OC(=O)C1CC(=O)N(Cc2ccco2)C1)C(=O)Nc1ccccc1[N+](=O)[O-] (configuration not stated)
 : 1	-1.3	2	-6	0	8	0.0	1	98	2

# (next part)
# Second line of a record – MC4R antagonist	MC4R barr agon	m5-HT2A agonist	CaV13 FRET inh	Glyco luc inh	Vif imaging	aDG glyco act	H9c2 protect	ABCB6 inh MLPCN	PDI turbidity
Oc1ccc(C[C@H]2CNC(=S)N2CC2CCCN2C[C@H](Cc2ccccc2)N2C[C@H](Cc3ccc(O)cc3)N(CCc3ccccc3)C2=S)cc1 (some centres not stated)
 : 9	0.0	6	-4	-5	-16	0.5	-13	108	17
COC(=O)c1ccccc1NC(=O)COC(=O)CO/N=C(\C)c1ccc2c(c1)OCO2
 : -2	-3.1	-1	-11	0	-1	0.0	3	99	-6
Cc1ccc(-n2ncc3c(=O)[nH]c(SCC(=O)N4CCCC4)nc32)cc1C
 : -3	1.4	11	-7	1	-1	-0.3	20	94	5
Cc1ccc(S(=O)(=O)NCc2cccnc2)cc1C(=O)NC1CCCCC1
 : 17	-1.0	-6	-2	0	2	0.1	3	101	0
CN(CCc1ccccn1)C(=O)CN(C)S(=O)(=O)c1ccc2c(c1)c(=O)n(C)c(=O)n2C
 : 8	-2.2	-8	-7	0	/	0.0	0	94	1
CCOC(=O)[C@@H]1C(c2c(OC)cc(OC)cc2OC)=NO[C@@H]1C(=O)OCC
 : 4	-1.8	4	-3	2	-2	0.0	5	110	-11
O=C(NCCCCc1ccccc1)c1ccc(F)cc1
 : 3	1.1	-4	-2	0	-3	0.0	0	99	1
COc1ccc(OC(=O)COc2ccccc2C)cc1
 : 8	1.9	-2	-15	0	9	-0.1	13	102	0
CNC(=O)c1cc2cc(Cc3ccccc3Cl)ccc2oc1=O
 : 6	0.7	4	-19	-1	-6	0.7	-7	93	-5
NC(=O)c1ccc(NC(=O)C2CC2)cc1
 : 0	0.9	4	6	0	-2	-0.1	0	98	1
CC1CCN(C(C)C(=O)Nc2ccc(S(=O)(=O)N3CCCC3)cc2)CC1 (configuration not stated)
 : 8	-0.2	0	-4	-2	-14	-0.2	6	100	3
CC(NC(=O)C(NS(=O)(=O)c1cccs1)C(C)C)c1ccc(S(N)(=O)=O)cc1 (configuration not stated)
 : 8	-1.6	-3	-2	-1	16	0.0	2	102	2
CC(OC(=O)c1nn(C)c(=O)c2ccccc12)C(=O)NC1CCCCC1C (configuration not stated)
 : 2	0.2	4	-6	0	8	-0.1	0	95	-1
COC(=O)c1ccc(Oc2cc(C)nc(SC)n2)cc1
 : -11	-0.4	-1	-6	17	0	-0.2	1	97	-2
CCN(CC)CCn1c(=S)[nH]c2ccc(Cl)cc2c1=O
 : 3	0.2	4	/	2	2	0.0	5	105	1
COc1ccccc1N1CCN(C(=O)c2ccc3[nH]c4c(c3c2)CC(C)CC4)CC1 (configuration not stated)
 : 7	0.2	-5	-4	0	3	0.1	-6	96	-11
O=C(COc1ncnc2ccccc12)c1ccc2c(c1)OCCO2
 : 0	2.9	-3	/	-8	-1	-0.1	-6	99	-7
Cc1cc(NC(=O)CN2C(=O)NC(CC(C)C)C2=O)no1 (configuration not stated)
 : 1	-1.9	3	-2	1	7	0.8	8	95	24
CCCC(CCC)c1nnc(NC(=O)c2ccco2)s1
 : 15	-0.4	1	?	1	-4	0.2	6	97	1
CCOc1ccc(-c2nnc(N3CCOCC3)c3ccccc23)cc1
 : 12	0.0	6	-4	-5	-2	0.1	1	94	-5
Cc1cccc(NC(=O)C2CCN(S(=O)(=O)c3ccc4ccccc4c3)CC2)n1
 : 0	-2.5	1	-6	-7	-9	-0.2	-10	94	-2
CCOC(=O)C1=CN(Cc2cccc(Br)c2)S(=O)(=O)N(CC)C1C (configuration not stated)
 : 3	4.0	-3	-5	-5	-1	0.1	-5	99	6
COc1cc(/C=C/c2nc(-c3ccccc3O)n[nH]2)cc(OC)c1OC
 : 1	-0.7	-2	-5	-2	-2	-0.2	66*	94	5
COc1ccccc1N1CCN(C2CCCN(C(=O)CN3CCCC3=O)C2)CC1 (configuration not stated)
 : -4	-0.8	-10	-6	3	-2	0.1	0	96	9
CCCc1n[nH]c2c1/C(=N/O)CC(c1ccccc1)C2 (configuration not stated)
 : 10	-0.9	-1	-5	-3	11	-0.1	-1	97	9
FC(F)(F)c1nnc2ccc(N3CCCC3)nn12
 : 5	2.8	4	-1	1	15	0.5	52*	97	-3
Cc1ccc(OCC(O)CN2C(=O)NC(C)(C)C2=O)c(C)c1 (configuration not stated)
 : -8	-0.8	3	-6	0	13	0.2	-3	111	6
O=C(Nc1ccc(F)cc1F)c1c(C(F)(F)F)ccnc1Oc1cccc(C(F)(F)F)c1
 : -2	20*	1	-19	-4	-3	0.1	3	106	4
CCCNC(=O)CCc1cc(C(C)(C)C)c(O)c(C(C)(C)C)c1
 : 7	-0.5	-8	-5	-2	7	-0.2	-6	100	-37
CC(C)(C)CC(=O)Nc1nnc(SCC(=O)NCc2cccs2)s1
 : 7	-0.9	-4	-5	-1	10	0.0	8	100	5
